# Compound activity from PubChem.
# HKDC1 inh – HKDC1 (human) hexokinase inhibition. Q2TB90. recombinant HKDC1, G6PDH/diaphorase resazurin coupled fluorescence. inhibition, % at 20 µM. 340,000 compounds, 0.16% hits. AID 493160;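 active means inhibition above about 35% when tested at 20 µM, limit read from the data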;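 further: plate controls were DMSO wells with enzyme for no effect and DMSO wells lacking enzyme for full effect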
#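 Material – in-house recombinant HK5 (HKDC1) enzyme · Quantity – HKDC1 at 5 µg/mL · Buffer or medium – pH 8.0 Tris buffer with 10 mM MgCl2 · Reagent – glucose with 1 mM ATP · Dosing – single 20 µM dose · Times – reaction time 90 min, room temperature, protected from light · Technique – resorufin fluorescence at 613 nm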
# UBC13 polyUb – inhibitors of human UBC13 polyubiquitin chain formation | TR-FRET | inhibition, % at 20 µM | 330,000 compounds, 0.47% hits; in the data active means inhibition above about 45%, passing the limit was not always enough; inconclusive means no clear call, values can overlap the other calls
# Target sequence (P61088 whole entry, looked up): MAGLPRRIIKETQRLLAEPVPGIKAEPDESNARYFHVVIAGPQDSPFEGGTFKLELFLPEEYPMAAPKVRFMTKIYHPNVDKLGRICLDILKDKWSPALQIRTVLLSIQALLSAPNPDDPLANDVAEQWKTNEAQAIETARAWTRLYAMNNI
# 697 NFkB inh – lowers PMA/ionomycin-induced NF-kB signal in 697 B cells; 697 B-cell NF-kB luciferase reporter, 16 h; 330,000 compounds, 0.33% hits; inhibition, % at 4 µM; AID 435022; in the data active means inhibition above about 35%
# Apaf1 inhib – human Apaf-1 inhibition; O14727; reconstituted apoptosome caspase-3 activity, DEVD-Rh110 fluorescence; inhibition, % at 20 µM; 330,000 compounds, 0.71% hits; active means inhibition of at least 40% at 20 µM;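 further: plate controls were DMSO wells for no effect and DEVD-CHO caspase inhibitor wells for full effect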
#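 Material: reconstituted apoptosome with Apaf-1, cytochrome c, caspase-9, procaspase-3, dATP / Buffer or medium: pH 7.5 Hepes buffer with CHAPS, BSA, DTT / Also added: cytochrome c with DEVD-Rh110 / Schedule: compound with Apaf-1, dATP, procaspase-3 30 min, then 50 min reaction, room temperature / Technique: rhodamine 110 fluorescence at Ex 480/Em 540 nm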
# SENP8 inh – inhibitors of human SENP8 protease; inhibition, % at 10 µM; Q96LD8; purified SENP8, Z-RLRGG-aminoluciferin cleavage, luminescence; 330,000 compounds, 1.2% hits
# Target sequence (Q96LD8 whole entry, looked up): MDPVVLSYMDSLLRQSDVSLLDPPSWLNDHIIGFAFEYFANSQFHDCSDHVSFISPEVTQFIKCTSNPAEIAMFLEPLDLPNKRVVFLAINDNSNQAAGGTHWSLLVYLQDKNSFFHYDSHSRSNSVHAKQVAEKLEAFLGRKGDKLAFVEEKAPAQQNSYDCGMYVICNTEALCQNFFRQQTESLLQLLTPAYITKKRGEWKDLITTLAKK
# SENP7 inh – SENP7 protease inhibition; Q9BQF6; AID 434973; inhibition, % at 5 µM; recombinant SENP7, Z-RLRGG-aminoluciferin luminescence, 40 min; 330,000 compounds, 1.5% hits;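 active means inhibition above about 50% at the single test dose, limit read from the data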;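 further: plate controls were DMSO with enzyme for no effect and no enzyme buffer wells for full effect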
# Target sequence (Q9BQF6 706-1050 limits assumed): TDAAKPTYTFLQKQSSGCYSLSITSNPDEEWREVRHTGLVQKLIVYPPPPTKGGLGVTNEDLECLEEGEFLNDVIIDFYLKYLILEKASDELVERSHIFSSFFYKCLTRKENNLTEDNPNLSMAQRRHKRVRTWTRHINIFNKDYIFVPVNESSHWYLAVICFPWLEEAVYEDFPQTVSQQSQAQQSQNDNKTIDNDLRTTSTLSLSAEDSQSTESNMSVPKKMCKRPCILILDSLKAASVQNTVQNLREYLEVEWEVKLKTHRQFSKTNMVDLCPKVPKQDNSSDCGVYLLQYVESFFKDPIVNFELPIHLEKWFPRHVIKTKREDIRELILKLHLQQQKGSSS
# Gli-Sufu block – blocks Gli-Sufu signaling in a luciferase reporter; Sufu-KO-LIGHT fibroblasts, Gli luciferase reporter luminescence; inhibition, % at 5 µM; 340,000 compounds, 0.74% hits;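 active means inhibition above about 55%, limit read from the data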;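 further: 0% = DMSO-treated cells and 100% = wells with medium but no cells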
# Jurkat NFkB inh – lowers PMA/ionomycin-induced NF-kB signal in Jurkat cells. PMA/ionomycin-induced NF-kB luciferase reporter, luminescence. inhibition, % at 4 µM. 330,000 compounds, 0.53% hits
# * marks the source's active call; other numbers are inactive results; ? = inconclusive; . = no result given. Unless noted, no stated cut-off is given here; in the data, active means inhibition above about 50%; inactive means the rest.
SMILES,HKDC1 inh,UBC13 polyUb,697 NFkB inh,Apaf1 inhib,SENP8 inh,SENP7 inh,Gli-Sufu block,Jurkat NFkB inh
COc1cccc(CNC(=O)CCC2CCCN(C(=O)Cc3ccccc3F)C2)c1 (centres undefined),-3,-13,-17,7,1,0,.,-11
Cc1[nH]n(-c2ccccc2)c(=O)c1C1(C(F)(F)F)C(=O)N(c2ccc(F)cc2)C2=C1C(=O)CC(C)(C)C2 (centres undefined),-7,-20,7,14,0,-3,0,-17
C=CCn1c(Cc2ccc(OC)cc2)nnc1SCC(=O)NCCc1ccccc1,-12,-3,14,5,-1,2,4,6
Cc1ccc(CN=C2NC(=O)C(CC(=O)NCCc3ccccc3)S2)cc1 (centres undefined),.,5,9,-21,7,1,.,21
Clc1ccc(-c2cn(-c3ccccc3)c3[n+]2CCS3)cc1,-5,3,-18,-2,-6,-1,56*,7
COCCN(C(=O)Nc1ccc(OC)cc1)c1nc2ccccc2s1,-1,4,-32,9,-13,-16,-3,-5
Cc1ccc(C(=O)NC(=S)N(C)C2CCCCC2)cc1,-8,6,-34,10,-6,-3,-56,-40
Cc1ccc(CN2CCN(/N=C/c3cccs3)CC2)cc1,-3,16,3,0,-9,4,0,8
O=C(Nc1cccc(Cl)c1N1CCOCC1)c1cc([N+](=O)[O-])ccc1N1CCOCC1,-5,-6,-16,19,-9,-13,13,-17
CC(=O)c1cn(C(=O)c2ccc(Cl)cc2)c2ccccc12,6,3,0,1,-9,0,25,8
C=CCn1c(SCc2ccccc2Cl)nnc1-c1sc2nc(C)cc(C)c2c1N,9,3,0,17,-19,-7,1,-5
Cc1cc([N+](=O)[O-])ccc1NC(=O)c1sc2ncn(CC(=O)N3CCOCC3)c(=O)c2c1C,-2,-10,5,7,-2,-16,0,-12
C=CCN1CCN(C(c2cc(OC)ccc2OC)c2nnnn2CC2CCCO2)CC1 (centres undefined),-6,0,8,8,-2,1,2,-1
O=C(NC(=S)Nc1ccc2c(c1)OCCO2)c1cccc(Br)c1,1,-4,-172,26,44,43,-84,-106
COCCCNC(=O)Cc1coc2ccc3ccccc3c12,0,-9,4,6,8,6,3,-13
O=C(CN1CCN(S(=O)(=O)c2ccc(Cl)cc2)CC1)NC(=O)NC1CCCCC1,1,0,-20,34,2,5,0,12
CCCCC/C=C/C1=CC(=O)C[C@H](c2ccc(Cl)cc2)C1,3,13,19,20,0,3,-9,13
Cc1ccccc1NC(=O)CN1CCC(n2nnc3ccccc32)CC1,-2,8,-4,11,-2,3,37,-9
CCOC(=O)C(=O)NNc1cccc(C)c1C,-8,9,17,3,-1,1,-9,2
N#Cc1cccc(S(=O)(=O)NCCOc2ccccc2F)c1,-6,10,13,9,-2,7,6,4
C[C@@]12C(=O)Nc3cc(Cl)ccc3C(=O)N1[C@H]1c3cc(Cl)ccc3OC[C@@H]1[C@@H]2c1ccccc1,2,?,6,6,-8,-9,4,2
O=C(CCN1C(=O)C2CCCCC2C1=O)Nc1ccc(OC(F)F)cc1 (centres undefined),-1,1,11,2,7,5,-9,2
Cc1cccc(Nc2ccncc2S(=O)(=O)NC(=O)NC(C)C)c1,-6,-12,-19,0,0,-5,-4,5
O=C(Nc1nnc(Cc2ccccc2)s1)c1cccs1,-5,5,-66,3,-4,9,-28,-24
CN1CCN(CCCNC(=O)CCCOc2cc(=O)n(C)c3ccccc23)CC1,-7,7,30,-6,4,2,6,4
CCOC(=O)/C=C1\SCC(=O)N1CCOc1cccc(Br)c1,3,-3,-7,27,-1,6,8,25
CCOc1cc(C(=O)NCCN2CCOCC2)cc(OCC)c1OCC,0,0,8,1,0,-3,3,5
COc1cccc(OC)c1C(=O)OCC(=O)N1CCC(Cc2ccccc2)CC1,0,3,13,-3,7,9,-20,3
O=C(CNC(=O)c1ccc(Cl)cc1Cl)NCC1CCCO1 (centres undefined),2,4,-4,6,-9,-1,-2,-6
Cc1cc(C)c2nc3c(c(C(=O)O)c2c1)CCC3,-3,-3,7,-4,-1,1,-8,2
C/C(CC(C)C)=N\Oc1nc(C)cc(C)n1,-4,2,-18,-15,-11,18,1,-11
COc1ccc(NC(=O)NC(=O)c2cc(OCC(F)(F)F)ccc2OCC(F)(F)F)cc1,4,0,25,-16,0,-4,-16,3
COC(=O)C1CCN(C(=O)c2cc3ccccc3oc2=O)CC1,7,19,2,-15,-2,5,-16,-19
O=C(NC1CC2CCC(C1)N2Cc1ccccc1)c1ccccc1Br (centres undefined),-8,-1,7,-5,5,-2,16,0
CCOc1ncccc1C(=O)OCC(=O)N1CCN(S(=O)(=O)c2ccc(Cl)cc2)CC1,-1,7,-7,6,2,0,-1,-1
CCCOc1ccc(C(=O)NNC(=O)c2cccc(S(=O)(=O)N3CCN(C(C)=O)CC3)c2)cc1OC,-3,2,25,4,-2,-1,-16,12
COCCCNC(=O)c1sc2ncnc(N3CCc4ccccc4C3)c2c1C,-6,13,23,-15,1,7,12,16
CCO[C@H]1OC(C(=O)Nc2ccccc2)=C[C@@H](c2csc3ccccc23)[C@@H]1CCCO,3,-4,8,18,-12,5,17,14
Cn1cccc1Cc1nnc(SCC(=O)N2CCOCC2)n1-c1ccc(F)cc1,-8,1,1,10,-12,-9,-1,-1
CC(OC(=O)CCN=C1NS(=O)(=O)c2ccccc21)C(=O)N(C)c1ccccc1 (centres undefined),-3,-1,-8,-3,-4,-13,1,18

# 2 compounds picked at random from the list so far:
SMILES,HKDC1 inh,UBC13 polyUb,697 NFkB inh,Apaf1 inhib,SENP8 inh,SENP7 inh,Gli-Sufu block,Jurkat NFkB inh
COCCCNC(=O)c1sc2ncnc(N3CCc4ccccc4C3)c2c1C,-6,13,23,-15,1,7,12,16
C/C(CC(C)C)=N\Oc1nc(C)cc(C)n1,-4,2,-18,-15,-11,18,1,-11

# 2 successive records out of the list so far:
SMILES,HKDC1 inh,UBC13 polyUb,697 NFkB inh,Apaf1 inhib,SENP8 inh,SENP7 inh,Gli-Sufu block,Jurkat NFkB inh
COc1cccc(CNC(=O)CCC2CCCN(C(=O)Cc3ccccc3F)C2)c1 (centres undefined),-3,-13,-17,7,1,0,.,-11
Cc1[nH]n(-c2ccccc2)c(=O)c1C1(C(F)(F)F)C(=O)N(c2ccc(F)cc2)C2=C1C(=O)CC(C)(C)C2 (centres undefined),-7,-20,7,14,0,-3,0,-17

# (next part)
SMILES,HKDC1 inh,UBC13 polyUb,697 NFkB inh,Apaf1 inhib,SENP8 inh,SENP7 inh,Gli-Sufu block,Jurkat NFkB inh
CCCCNC(=S)N1CCn2cccc2C1c1ccccc1 (centres undefined),5,-12,10,14,-5,-3,-4,10
CC(=O)Nc1ccccc1C(=O)N1CC2(C)CC1CC(C)(C)C2 (centres undefined),-4,4,11,3,4,3,-4,6
Cc1cc(NC(=O)COC(=O)C2CCCN2C(=O)c2cccs2)no1 (centres undefined),-4,2,23,-5,9,5,0,8
Cc1cccc2cc(C#N)c(NCCNC(=O)NC3CCCCC3)nc12,-1,11,26,5,8,6,8,13
CCCCOc1ccc([N+](=O)[O-])cc1C(=O)O,-3,-10,12,-3,-6,-2,-4,-6
CCc1nn2c(=O)cc(CSc3nc(C)cc(=O)[nH]3)nc2s1,-1,-6,-4,13,-10,-12,6,-8
CCOc1ccc(S(=O)(=O)NCCC(=O)NCC(c2ccc(OC)cc2)N2CCCCC2)cc1 (centres undefined),-7,4,-5,18,-7,4,19,-4
CCN1CCN(C(=O)c2cccc(OC3CCN(S(=O)(=O)N(C)C)CC3)c2)CC1,-7,3,-9,-10,-7,-10,-4,-26
CC(=O)Nc1ccc(SCC(=O)c2cc(C)n(-c3ccccc3F)c2C)cc1,-14,-8,-111,-8,-1,-3,41,-15
Cn1cnc([N+](=O)[O-])c1Oc1cccc2ccccc12,27,-12,-43,11,-4,-6,7,-3
COc1ccc(CSc2nncn2C)cc1F,-9,-10,-8,-3,-3,-6,-9,5
CCOc1ccc(C(=O)N2CCN(C(=O)c3ccco3)CC2)cc1OCC,-6,-2,-16,-17,-1,4,1,2
COC(=O)CCNC(=O)c1ccc2[nH]c(C)c(C)c2c1,-1,8,6,-17,3,8,-4,-8
CCc1ccc2nc(N(CCCN(C)C)C(=O)c3ccc(S(=O)(=O)N4CCCc5ccccc54)cc3)sc2c1,2,33,-42,32,1,-8,-20,14
CC(=O)c1cn(CC(=O)Nc2ccc(C)cc2C)c2ccccc12,-8,2,-25,-2,-3,-9,44,28
COc1cccc(-c2csc(N3CCN(C(=O)C4CCCCC4)CC3)n2)c1,-2,-6,20,16,5,-3,5,-18
O=C(c1cc(-c2ccccc2Cl)nc2ccccc12)N1CCC1,-7,7,19,18,5,-3,-9,3
COc1ccc(F)cc1CN1CCN(c2ncnc3scc(-c4ccccc4)c23)CC1,2,4,1,12,0,1,14,11
CCCCn1c(Cc2ccccc2)nnc1SCC(=O)Nc1cc(C)on1,-5,-10,-18,14,-4,-12,8,-4
Cc1[nH]nc(SCC(=O)NCc2ccc(F)cc2)c1[N+](=O)[O-],-10,7,0,2,-4,2,2,0
COc1ccc(-c2[nH]ncc2CN2CCC(OCc3ccccn3)CC2)c(F)c1,6,11,-3,-23,4,4,12,6
CCNC(=O)/C(C#N)=C/c1c(N2CCN(c3ccc(OC)cc3)CC2)nc2c(C)cccn2c1=O,1,0,5,20,-9,-14,8,-12
CC1C(C#N)=C(SCC(N)=O)NC2=C1C(=O)CC(C)(C)C2 (centres undefined),8,6,9,-4,4,3,5,4
Cc1ccc2c(c1)N(CC(=O)OCC(=O)NCc1ccccc1)C(=O)CO2,-9,-17,-67,1,-11,-7,-4,-21
COc1ccccc1NC(=O)CCC(=O)OCc1ccc(Br)cc1,4,2,10,-5,-1,5,-3,-2
Cc1ccc(NC(=O)NNC(=O)c2cc3ccccc3cc2O)c(C)c1,-8,8,18,10,-4,-5,3,-7
Cc1nn(C)cc1CNC(=O)C1CCC(=O)N(CC2CCCCC2)C1 (centres undefined),-4,-7,-16,6,-6,-4,23,-2
O=C(CN1C(=O)c2ccccc2C1=O)N(CCO)Cc1ccccc1,-7,5,5,3,-9,5,2,11
CN=c1oc2ccc(Cl)cc2cc1C(N)=O,-2,-4,6,18,-5,3,-8,-6
Cc1c(CC(=O)O)c(=O)oc2c(C)c(OCc3ccc(F)cc3Cl)ccc12,1,-10,-1,-13,-2,12,3,-1
COc1ccc(S(=O)(=O)N(C)CC(=O)NCc2ccco2)cc1,2,-2,15,-5,4,6,0,19
CCOc1ccc(S(=O)(=O)NC(Cc2c[nH]c3ccccc23)C(=O)O)cc1 (centres undefined),1,1,-11,1,5,0,-4,-34
COC(=O)CNC(=O)COC(=O)/C=C/c1cccs1,-7,-14,-3,0,-5,-2,-8,-7
O=C(Nc1cc(C(F)(F)F)ccc1N1CCOCC1)c1ccc(F)cc1,9,1,6,4,-10,5,5,6
CCCOC(=O)c1ccc(NC(=O)CSC2=Nc3ccccc3C3CC=NN23)cc1 (centres undefined),-1,11,0,6,1,-1,12,-12
O=C(C[n+]1ccc(Cc2ccccc2)cc1)Nc1ccccc1,-4,8,-15,-3,-4,-8,2,2
O=C(CCCC(=O)OCC(=O)c1cccs1)Nc1ccc(F)cc1,3,3,2,-4,4,2,-5,2
CCOc1ccc(-n2c(SCc3cc(=O)oc4cc(C)c(C(C)C)cc34)nnc2-c2cccnc2)cc1,-9,0,-24,12,-3,0,7,-2
CCc1ccc(OCC(=O)N/N=C(\C)c2ccccc2OC(F)F)cc1,-10,-1,-32,4,-10,-5,4,-7
Cc1oc(-c2ccc(Cl)cc2)nc1CSCC(=O)NC1CCN(Cc2ccccc2)CC1,-3,7,-37,-5,-7,9,-8,29
CC(/C=C1\SC(=S)N(NS(=O)(=O)c2ccc(C)cc2)C1=O)=C\c1ccccc1,14,-2,-9,1,84*,13,-3,-14
